Bioassay records: PubChem BioAssay, The Scripps Research Institute Molecular Screening Center
PAFAH1B3 FP inh = PAFAH1B3 enzyme inhibitors, primary screen, biochemical, fluorescence polarization, human; Platelet-activating factor acetylhydrolase IB subunit alpha1 (Homo sapiens), Q15102; recombinant PAFAH1B3, FP-rhodamine probe; 340,000 compounds, 0.28% hits; inhibition, % at 3.39 µM;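 active means inhibition above the screen-wide average of all tested compounds plus 3 SD, cut at about 25% in these data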;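 further: 0% = enzyme with DMSO only and 100% = wells lacking PAFAH1B3 protein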
PAFAH2 FP inh = PAFAH2 enzyme inhibitors, primary screen, biochemical, fluorescence polarization, human. Platelet-activating factor acetylhydrolase 2, cytoplasmic (Homo sapiens), Q99487. recombinant PAFAH2, FP-rhodamine activity probe. inhibition, % at 3.39 µM. 340,000 compounds, 0.99% hits;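 active means inhibition above the mean over all tested compounds plus 3 SD, cut at about 30% in these data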;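 further: inhibitors block probe labeling of enzyme so polarization drops; 0% = enzyme with DMSO and 100% = wells lacking PAFAH2 protein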
PAFAH1B2 FP inh = PAFAH1B2 enzyme inhibitors, primary screen, biochemical, fluorescence polarization, human | recombinant PAFAH1B2, FP-rhodamine activity probe | 340,000 compounds, 1.2% hits | Platelet-activating factor acetylhydrolase IB subunit alpha2 (Homo sapiens), P68402 | inhibition, % at 3.39 µM;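 active means inhibition above the mean of all tested compounds plus 3 SD, cut at about 24% in these data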;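 further: 0% = enzyme with DMSO and 100% = wells lacking PAFAH1B2; many of its hits are not listed in these tables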
Target sequence (P68402 whole entry, looked up): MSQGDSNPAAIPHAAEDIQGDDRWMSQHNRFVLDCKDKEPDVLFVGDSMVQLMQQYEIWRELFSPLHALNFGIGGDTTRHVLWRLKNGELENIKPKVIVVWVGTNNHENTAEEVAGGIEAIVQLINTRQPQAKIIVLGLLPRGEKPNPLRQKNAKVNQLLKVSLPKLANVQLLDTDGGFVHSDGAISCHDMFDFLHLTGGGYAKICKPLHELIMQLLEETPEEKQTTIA
pPAFAH inh = pPAFAH enzyme inhibitors, primary screen, biochemical, fluorescence polarization, human. Platelet-activating factor acetylhydrolase (Homo sapiens), Q13093. recombinant pPAFAH, FP-rhodamine probe fluorescence polarization. inhibition, % at 3.39 µM. 330,000 compounds, 1.5% hits. AID 463082, 2010;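 active means inhibition above the mean inhibition across the screen plus 3 SD, cut at about 25% in these data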;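 further: inhibitors block binding of the rhodamine activity-based probe so polarization drops; 0% = enzyme with DMSO and 100% = wells lacking pPAFAH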
LYPLA1 inh = LYPLA1 inhibitors, primary screen, counter-screen for PME1 inhibitor project, biochemical, fluorescence polarization, FP-Rh probe ABPP. 320,000 compounds, 0.16% hits. inhibition, % at 5.9 µM. AID 2174, 2009. Acyl-protein thioesterase 1 (Homo sapiens), O75608. recombinant LYPLA1;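 active means inhibition above the mean of all tested compounds plus 3 SD, set per campaign, cut at about 14% in these data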;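 further: inhibitors block serine hydrolase probe labeling of LYPLA1 so polarization falls; 0% = enzyme with DMSO and 100% = wells lacking LYPLA1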
LYPLA2 counter = LYPLA2 inhibitors, primary screen, counter-screen for PME1 inhibitor project, biochemical, fluorescence polarization, FP-Rh probe ABPP. recombinant LYPLA2. inhibition, % at 5.9 µM. Acyl-protein thioesterase 2 (Homo sapiens), O95372. 320,000 compounds, 0.38% hits;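 active means inhibition above the screen-wide mean plus 3 SD, limit set per campaign, cut at about 26% in these data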;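 further: 0% = LYPLA2 with DMSO and 100% = wells lacking LYPLA2 enzyme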
GSTO1 inh = inhibitors of recombinant GSTO1, primary screen, counter-screen for RBBP9 inhibitor project, biochemical, fluorescence polarization. 300,000 compounds, 1.1% hits. inhibition, % at 5.96 µM. activity-based probe fluorescence polarization;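 active means inhibition above the campaign mean inhibition plus 3 SD, cut at about 35% in these data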;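 further: 0% = GSTO1-1 with DMSO and 100% = wells lacking GSTO1-1 enzyme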
PREPL inhibitor = PREPL enzyme inhibitors, primary screen, biochemical, fluorescence polarization; Prolyl endopeptidase-like (Homo sapiens), Q4J6C6; recombinant PREPL, fluorescence polarization activity-based probe; inhibition, % at 5.96 µM; 320,000 compounds, 0.68% hits; AID 2751, 2010; in the data active means inhibition above about 43%;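 further: 0% = enzyme with DMSO and 100% = wells lacking enzyme; many of its hits are not listed in these tables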
Target sequence (Q4J6C6 whole entry, looked up): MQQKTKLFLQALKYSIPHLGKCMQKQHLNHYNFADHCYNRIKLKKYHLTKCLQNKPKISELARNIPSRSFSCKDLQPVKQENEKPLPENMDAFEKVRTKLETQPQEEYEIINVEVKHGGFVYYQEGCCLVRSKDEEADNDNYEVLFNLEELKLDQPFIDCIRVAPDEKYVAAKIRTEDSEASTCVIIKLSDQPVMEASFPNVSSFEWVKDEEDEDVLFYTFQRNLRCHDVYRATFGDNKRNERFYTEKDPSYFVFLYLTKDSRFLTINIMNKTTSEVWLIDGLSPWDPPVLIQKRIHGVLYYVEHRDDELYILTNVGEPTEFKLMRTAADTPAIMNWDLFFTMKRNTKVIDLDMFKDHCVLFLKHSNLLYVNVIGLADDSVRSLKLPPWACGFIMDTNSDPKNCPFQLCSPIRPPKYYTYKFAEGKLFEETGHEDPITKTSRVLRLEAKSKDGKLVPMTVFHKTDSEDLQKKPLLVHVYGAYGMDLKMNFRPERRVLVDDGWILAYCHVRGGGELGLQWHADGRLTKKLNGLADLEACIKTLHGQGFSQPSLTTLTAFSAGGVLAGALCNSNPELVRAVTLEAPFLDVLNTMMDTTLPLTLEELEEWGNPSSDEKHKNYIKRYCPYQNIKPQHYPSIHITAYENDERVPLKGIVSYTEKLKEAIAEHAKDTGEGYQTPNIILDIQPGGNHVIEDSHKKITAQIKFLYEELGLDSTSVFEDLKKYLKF
PAD4 inh = human PAD4 inhibitors, primary screen, biochemical, fluorescence polarization, 1536-well format; Protein-arginine deiminase type-4 (Homo sapiens), Q9UM07; recombinant PAD4, RCA probe fluorescence polarization; inhibition, % at 6.36 µM; 330,000 compounds, 0.41% hits;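 active means percent inhibition above a cutoff equal to the mean of all tested compounds plus 3 SD, cut at about 15% in these data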;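 further: 0% = PAD4 with RCA probe and DMSO and 100% = probe without PAD4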
Numbers without * were called inactive; . = no result given.

[1] Cc1ccc(S(=O)(=O)N2CCCCC2)cc1C(=O)N(C)CC(=O)Nc1ccc(Cl)c(C(F)(F)F)c1
[2] COc1ccc(Cn2c(=O)n(Cc3ccco3)c(=N)c3c4c(sc32)COC(C)(C)C4)cc1
[3] Cc1c(NC(=O)COC(=O)C2CC3C=CC2C3)c(=O)n(-c2ccccc2)n1C (centres undefined)
[4] COc1ccc(NC(=O)N(CCCN(C)C)Cc2cc3cc(OC)ccc3[nH]c2=O)cc1
[5] COc1cc2c(cc1OC)CN(CC(=O)Nc1ccccc1SC)CC2
[6] CNC(=S)N/N=C/c1ccc(C(C)C)cc1

assay / entry	1	2	3	4	5	6
PAFAH1B3 FP inh	8	-2	12	-1	6	2
PAFAH2 FP inh	12	-1	-3	-2	3	-9
PAFAH1B2 FP inh	1	-5	1	-1	2	5
pPAFAH inh	8	-5	2	2	2	3
LYPLA1 inh	-4	-4	1	0	2	4
LYPLA2 counter	-3	-6	5	2	1	5
GSTO1 inh	-3	-12	0	1	9	0
PREPL inhibitor	-1	14	16	16	3	-14
PAD4 inh	0	-3	1	-5	0	0

[7] COc1cccc(Nc2nnc(SCC3CCCCO3)s2)c1 (centres undefined)
[8] Nn1cnc2c([nH]c3ccccc32)c1=O
[9] CCC1CCC(NC(=O)Nc2cccc(OC)c2)CC1 (centres undefined)
[10] O=c1oc2ccccc2c(O)c1C=Nc1cccnc1
[11] O=C1COc2ccc(S(=O)(=O)N3CCN(c4cccc(Cl)c4)CC3)cc2N1
[12] CN(C)c1ccc(C(=O)/C=C/c2ccco2)cc1

assay / entry	7	8	9	10	11	12
PAFAH1B3 FP inh	8	-4	2	12	11	16
PAFAH2 FP inh	6	3	9	-2	-5	4
PAFAH1B2 FP inh	6	0	6	3	2	2
pPAFAH inh	7	1	-11	-1	1	12
LYPLA1 inh	5	5	1	1	-5	0
LYPLA2 counter	5	4	-1	1	-1	5
GSTO1 inh	9	5	-2	-8	5	2
PREPL inhibitor	9	5	8	5	-13	5
PAD4 inh	-5	0	-7	-4	-5	-2

[13] CC(C)NS(=O)(=O)c1ccc(CCC(=O)N2CCc3ccccc3C2)cc1
[14] CCOC(=O)N1CCN(C(=O)CSc2ccc(-c3ccncc3)nn2)CC1
[15] O=C(CN(Cc1ccco1)C(=O)c1cc(=O)[nH]c2ccccc12)Nc1ccccc1Br
[16] CC(=O)N1CCN(c2ccccc2NC(=O)c2ccc3ccccc3c2)CC1
[17] O=C(N/N=C/c1ccco1)c1ccc(N2CCCC2=O)cc1
[18] Cc1ccc(-n2c(C)cc(/C=N/NC(=O)c3ccncc3)c2C)c(C)c1

assay / entry	13	14	15	16	17	18
PAFAH1B3 FP inh	0	1	-1	0	7	2
PAFAH2 FP inh	-2	-3	-1	7	-4	1
PAFAH1B2 FP inh	-1	3	4	-3	4	-1
pPAFAH inh	-2	4	4	-1	0	22
LYPLA1 inh	4	4	4	0	-2	-1
LYPLA2 counter	2	-4	4	-8	7	5
GSTO1 inh	3	5	2	-1	3	2
PREPL inhibitor	-19	-3	-36	14	1	2
PAD4 inh	2	3	3	-3	3	1

[19] O=C(CCCc1cccs1)N1CCN(S(=O)(=O)c2ccccc2Br)CC1
[20] Cc1[nH]c2ccc(-c3nnc(SCC(=O)NCc4ccco4)n3Cc3ccccc3)cc2c1C
[21] CN1CCN(S(=O)(=O)Cc2ccc(Cl)cc2)CC1
[22] COc1ccc(S(=O)(=O)NN=C2CCCC2)cc1
[23] CCOc1ccc(NC(=O)CCC(=O)NNC(=O)COc2ccccc2C)cc1
[24] CC1CN(S(=O)(=O)c2cccc(-c3csc(-c4ccccc4)n3)c2)CC(C)O1 (centres undefined)

assay / entry	19	20	21	22	23	24
PAFAH1B3 FP inh	4	11	11	3	.	-1
PAFAH2 FP inh	9	-1	-1	-7	.	-1
PAFAH1B2 FP inh	6	0	5	4	.	-1
pPAFAH inh	6	20	-2	-4	4	-3
LYPLA1 inh	-3	3	-1	0	2	-5
LYPLA2 counter	-5	8	-4	2	2	-14
GSTO1 inh	1	-4	16	2	-1	3
PREPL inhibitor	6	5	-4	-16	4	0
PAD4 inh	-1	-3	6	-3	-5	4

[25] O=C(Cc1cccs1)NNC(=S)NCc1ccc(Cl)cc1
[26] O=Cc1c(NCc2ccco2)nc2ccccn2c1=O
[27] Cc1cc(C)[n+]2[nH]c(N)c(N=Nc3ccccc3)c2n1
[28] Cc1ccc(C)c(S(=O)(=O)N2CCN(C(=O)C(C)Sc3ccccc3)CC2)c1 (centres undefined)
[29] C#CCOCCOCCOCCNc1nc(N2CCN(C(=O)[C@H](CCCCN)n3cc([C@@H](N)CC(N)=O)nn3)CC2)nc(N2CCN(C(=O)[C@H](CCCCN)n3cc([C@@H](N)CC(N)=O)nn3)CC2)n1
[30] Cc1cccc(N2CCN(C(=O)CCCn3c(=S)[nH]c4cc5c(cc4c3=O)OCO5)CC2)c1C

assay / entry	25	26	27	28	29	30
PAFAH1B3 FP inh	6	0	16	6	3	1
PAFAH2 FP inh	-5	1	3	3	3	-10
PAFAH1B2 FP inh	55*	2	-1	0	5	0
pPAFAH inh	2	-4	7	1	-1	-3
LYPLA1 inh	2	-1	4	-2	.	-11
LYPLA2 counter	0	-8	9	5	.	-9
GSTO1 inh	17	-1	0	1	.	1
PREPL inhibitor	-12	-16	17	37	12	-5
PAD4 inh	4	-4	8	-1	-4	4

[31] CCOC(=O)C1CCCN(C(=O)c2cc(Nc3ccc(OC)c(OC)c3)nc3ccccc23)C1 (centres undefined)
[32] Cc1ccc(S(=O)(=O)CC(=O)N(CCCN2CCOCC2)c2nc3c(F)cccc3s2)cc1
[33] NC1=C([N+](=O)[O-])C(c2ccc(F)cc2)C2=C(CCCC2=O)O1 (centres undefined)
[34] Cc1ccc(S(=O)(=O)NCCCCCC(=O)Nc2cccc(C)c2)cc1
[35] O=C(Nc1ccccc1N1CCCC1)c1ccc2c(c1)OCO2
[36] N=c1c(S(=O)(=O)c2ccccc2)cc2c(=O)n3ccccc3nc2n1CCCN1CCOCC1

assay / entry	31	32	33	34	35	36
PAFAH1B3 FP inh	6	-1	6	-8	3	9
PAFAH2 FP inh	9	4	5	1	2	10
PAFAH1B2 FP inh	1	2	2	-6	-6	-2
pPAFAH inh	5	9	-4	5	2	0
LYPLA1 inh	-7	1	1	-1	-1	-1
LYPLA2 counter	0	8	-5	1	6	1
GSTO1 inh	8	4	-4	-2	1	-1
PREPL inhibitor	3	9	16	-3	0	-3
PAD4 inh	7	-3	-7	-1	-3	-6

Some entries already given, reduced to PAD4 inh, PAFAH1B2 FP inh and PREPL inhibitor.
No. | canonical_smiles | PAD4 inh | PAFAH1B2 FP inh | PREPL inhibitor
31 | CCOC(=O)C1CCCN(C(=O)c2cc(Nc3ccc(OC)c(OC)c3)nc3ccccc23)C1 (centres undefined) | 7 | 1 | 3
36 | N=c1c(S(=O)(=O)c2ccccc2)cc2c(=O)n3ccccc3nc2n1CCCN1CCOCC1 | -6 | -2 | -3
33 | NC1=C([N+](=O)[O-])C(c2ccc(F)cc2)C2=C(CCCC2=O)O1 (centres undefined) | -7 | 2 | 16
32 | Cc1ccc(S(=O)(=O)CC(=O)N(CCCN2CCOCC2)c2nc3c(F)cccc3s2)cc1 | -3 | 2 | 9
34 | Cc1ccc(S(=O)(=O)NCCCCCC(=O)Nc2cccc(C)c2)cc1 | -1 | -6 | -3

Additional results follow:
[37] CCC(=O)N1N=C(c2ccccc2)CC1c1ccc([N+](=O)[O-])cc1 (centres undefined)
[38] CCN(CC)CCNC(=O)C1(O)c2cc(Br)ccc2NC(=O)N1c1c(F)cccc1F (centres undefined)
[39] CCC(C)Sc1nc2c(c(=O)[nH]c(=O)n2C)n1CCc1ccccc1 (centres undefined)
[40] Cc1ccc(-n2ncc3c(NCc4ccccc4)ncnc32)cc1
[41] O=C(CSc1ccc([N+](=O)[O-])cn1)Nc1ccccc1N1CCOCC1
[42] CCOC(=O)c1cc(-c2ccccc2)nc2nc(N(CC)CC)sc12

assay / entry	37	38	39	40	41	42
PAFAH1B3 FP inh	8	5	5	-1	0	-2
PAFAH2 FP inh	7	-4	2	-2	6	-2
PAFAH1B2 FP inh	2	0	6	4	2	-1
pPAFAH inh	3	8	2	4	3	6
LYPLA1 inh	0	0	-5	5	2	-1
LYPLA2 counter	5	3	-1	10	4	1
GSTO1 inh	1	1	1	9	-1	-2
PREPL inhibitor	6	0	7	-1	4	-4
PAD4 inh	-1	2	4	-2	0	2

[43] COc1ccc(Oc2cccc(Cl)c2CNC(=O)c2ccccc2C(=O)O)cc1
[44] CCc1nn(C(C)C(=O)NCc2ccc(Cl)cc2)c(=O)c2cc3occc3n12 (centres undefined)
[45] COC(=O)c1ccc(NC(=O)CN2C(=O)CNC2=O)cc1
[46] Cn1cnnc1SCC(=O)Nc1nc(-c2ccccc2)cs1
[47] O=C1CCCC2=C1C(c1ccccc1)CC(=O)N2c1ccc(F)cc1F (centres undefined)
[48] COc1cc(C(=O)Nc2ccc(NC(C)=O)cc2)ccc1OCc1ccccc1
[49] Cc1ccc(Cl)cc1N1CCN(C(=O)C2CCN(c3nnc(-n4cccc4)s3)CC2)CC1

assay / entry	43	44	45	46	47	48	49
PAFAH1B3 FP inh	.	6	0	.	7	5	-3
PAFAH2 FP inh	.	-7	7	.	-3	8	2
PAFAH1B2 FP inh	.	4	0	.	2	2	-4
pPAFAH inh	-3	2	-1	-3	-1	5	10
LYPLA1 inh	-3	-4	5	-2	1	1	1
LYPLA2 counter	0	-10	2	-5	5	5	20
GSTO1 inh	1	4	4	2	-1	8	0
PREPL inhibitor	-28	-15	4	-1	4	18	37
PAD4 inh	0	-1	-2	-2	4	1	-1

Only part of the results is shown, so the mix of outcomes need not match the whole.
